Rv3671c inh = inhibitors of M. tuberculosis serine protease Rv3671c. 0.048% of 320,000 active. inhibition, % at 5.96 µM. P9WHR9; in the data active = inhibition above about 38%;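 also: extracellular domain of Rv3671c used as enzyme; 0% = enzyme with DMSO and 100% = no enzyme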
VHR inh abs = inhibitors of human VHR1 phosphatase (DUSP3); 0.52% of 290,000 active; P51452; AID 1654; recombinant VHR phosphatase, pNPP absorbance; inhibition, % at 13.3 µM; in the data active = inhibition above about 50%; also: some compounds called inactive have numbers as strong as hits
Target sequence (P51452 whole entry, looked up): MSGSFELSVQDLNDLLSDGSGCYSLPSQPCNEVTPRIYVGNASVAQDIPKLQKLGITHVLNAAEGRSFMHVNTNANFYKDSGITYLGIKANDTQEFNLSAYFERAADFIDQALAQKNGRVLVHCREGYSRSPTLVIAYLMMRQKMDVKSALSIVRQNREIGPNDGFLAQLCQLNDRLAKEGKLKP
PriA SSB inh = blocks PriA binding to SSB C-terminal tail | AlphaScreen SSBct-PriA binding, biotinylated peptide | inhibition, % at 33 µM | 0.6% of 430,000 active; in the data active = inhibition mostly above about 37%, no sharp cut-off; inactive = mostly below about 20%;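 also: plate controls were negative control peptide for no effect and reference peptide for full effect; strong numbers were not always called active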
Vc quorum ag = quorum light induction in luxS cqsA deficient V. cholerae; V. cholerae BH1578 lux reporter, luminescence, 6 h; activation, % at 18.7 µM; 0.16% of 350,000 active; AID 588436; in the data active = activation mostly above about 9.7%, no sharp cut-off; also: not every result past the cut was called active; inactives centre near 0; reference of the scale not given here
MazF activator = increases E. coli MazEF RNase cleavage of RNA | FAM/BHQ RNA-DNA oligo cleavage fluorescence, 5 h | activation, % at 20 µM | 0.32% of 350,000 active; in the data active = activation above about 50%
Target sequence (P0AE70 whole entry, looked up): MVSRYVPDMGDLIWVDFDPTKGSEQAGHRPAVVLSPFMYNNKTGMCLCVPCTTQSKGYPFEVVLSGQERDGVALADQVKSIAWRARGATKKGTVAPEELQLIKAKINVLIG
Mtb BioA inh = BioA (M. tuberculosis) enzyme inhibition. purified M. tuberculosis BioA enzyme, plate reader. inhibition, % at 9.99 µM. 0.096% of 360,000 active; in the data active = inhibition above about 40%
UGM FP inh = blocks M. tuberculosis UGM enzyme; purified UGM, fluorescence polarization probe displacement; AID 504406; 0.06% of 320,000 active; inhibition, % at 10 µM; in the data active = inhibition above about 10%, passing the limit was not always enough
Target sequence (P9WIQ1 whole entry, looked up): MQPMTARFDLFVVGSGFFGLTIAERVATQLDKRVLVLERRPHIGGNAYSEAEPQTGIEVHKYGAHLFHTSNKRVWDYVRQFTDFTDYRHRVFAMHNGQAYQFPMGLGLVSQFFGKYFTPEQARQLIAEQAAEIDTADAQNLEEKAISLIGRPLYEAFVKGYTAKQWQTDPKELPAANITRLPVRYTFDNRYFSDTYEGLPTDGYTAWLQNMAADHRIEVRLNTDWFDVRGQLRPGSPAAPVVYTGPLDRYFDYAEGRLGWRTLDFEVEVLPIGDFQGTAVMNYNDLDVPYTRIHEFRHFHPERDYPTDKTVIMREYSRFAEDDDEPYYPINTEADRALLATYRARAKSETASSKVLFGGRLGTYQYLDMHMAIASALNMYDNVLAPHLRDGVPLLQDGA
3CLpro inhibitor = SARS-CoV 3CLpro protease inhibition; P0C6X7; recombinant SARS-CoV 3CLpro, quenched FRET peptide cleavage; inhibition, % at 6 µM; 0.14% of 290,000 active; AID 1706; in the data active = inhibition above about 12%
GDH-TPI counter = counter-screen for M. tuberculosis FBA inhibitors: GDH-TPI coupled enzymes; 1.2% of 360,000 active; inhibition, % at 4.8 µM; GDH-TPI coupled enzyme counterscreen, NADH absorbance; in the data active = inhibition above about 30%;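 also: 0% = DMSO wells and 100% = wells lacking the enzyme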
FBA Mtb inh = Mtb fructose-bisphosphate aldolase inhibition | P9WQA3 | purified M. tuberculosis FBA, fluorescence read-out | inhibition, % at 1 µM | 2.3% of 360,000 active; in the data active = inhibition above about 27%;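 also: 0% = vehicle and 100% = reference inhibitor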
Target sequence (P9WQA3 whole entry, looked up): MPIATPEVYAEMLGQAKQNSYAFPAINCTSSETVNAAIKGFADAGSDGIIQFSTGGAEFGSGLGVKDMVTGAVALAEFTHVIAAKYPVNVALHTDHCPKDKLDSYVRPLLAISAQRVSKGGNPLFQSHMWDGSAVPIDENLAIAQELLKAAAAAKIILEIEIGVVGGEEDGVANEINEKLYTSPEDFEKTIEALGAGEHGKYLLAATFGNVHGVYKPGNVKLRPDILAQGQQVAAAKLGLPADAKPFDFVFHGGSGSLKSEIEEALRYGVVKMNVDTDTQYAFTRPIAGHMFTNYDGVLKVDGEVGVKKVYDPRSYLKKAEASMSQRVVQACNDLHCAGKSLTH
* = called active by the depositor; i = inactive; nt = no result given; + = active, no number; & = joins results of further samples. A portion of the library. The share of hits here may be higher or lower than overall.

SMILES | Rv3671c inh | VHR inh abs | PriA SSB inh | Vc quorum ag | MazF activator | Mtb BioA inh | UGM FP inh | 3CLpro inhibitor | GDH-TPI counter | FBA Mtb inh
C=CCNC(=O)c1ccc(-c2nc(-c3ccc(Cl)c(Cl)c3)cs2)cc1 | -10 | 8 | -20 | i | -13 | 0.9 | -4.9 | -1 | 8 | 0
Cc1cccc(C)c1OCCCN1CCOCC1 | 3 | -3 | -13 | i | 9 | -0.4 | 0.0 | 1 | -2 | 1
COc1ccc(C(=O)N2CCOC23CCN(c2ncccn2)CC3)cc1 | -3 | 38 | -10 | -0.3 | -16 | -1.0 | -0.1 | 3 | 1 | 1
Cc1ccc(S(=O)(=O)N2CCN(Cc3ccccn3)CC2)cc1 | 0 | 8 | -9 | -0.6 | -9 | -3.5 | -1.9 | 2 | 4 | 0
CN(Cc1cn[nH]c1-c1cc2ccccc2o1)CC1CCOCC1 | 7 | 25 | -17 | 25* | 4 | nt | 2.6 | 3 | 12 | 0
CCOc1ccc(Cl)cc1-c1cc(C(=O)Nc2ccc(F)cc2)[nH]n1 | nt | nt | nt | -0.4 | nt | -1.5 | nt | nt | 7 | 0
CC(C)COc1ccc(C(=O)NC(Cc2c[nH]c3ccccc23)C(=O)NN)cc1 (centres undefined) | 1 | 13 | -7 | 0.7 | 2 | nt | -1.1 | 4 | 0 | -3
Cn1ccsc1=NC(=O)c1ccccc1F | -1 | 17 | -16 | -0.4 | 2 | -0.5 | -1.9 | 3 | 4 | 1
CC(=O)O[C@H]1[C@@H](O)[C@H](O)[C@H](Oc2c(O)c(C)c3c4c2[C@@H](C)CC[C@@H]4[C@@H](C)C[C@H]3C=C(C)C)O[C@H]1C | -2 | nt | 10 | -0.4 | -7 | -1.1 | -0.4 | nt | 2 | -2
Cc1nn(Cc2ccccc2)c2sc(C(=O)N3CCN(Cc4ccc5c(c4)OCO5)CC3)cc12 | -7 | -2 | 9 | -0.5 | -8 | nt | 0.2 | -1 | -2 | 2
COC(=O)c1sccc1NC(=O)c1sccc1C | -6 | 4 | -3 | i | -13 | -2.8 | -1.8 | 1 | 13 | -7
CCOC(=O)c1ccc(NC(=O)c2cccc3c2C(=O)N(CC2CCCO2)C3)cc1 (centres undefined) | -11 | -2 | -24 | -1.2 | 7 | -0.7 | 2.1 | -1 | 1 | -4
O=C(CN1CCN(C2CCCCC2)CC1)NCCC1=CCCCC1 | 1 | 22 | 16 | -0.3 | 0 | -0.6 | 0.3 | -1 | 9 | 6
Cn1c(N)c(C(=O)COC(=O)/C=C/c2cccc(C(F)(F)F)c2)c(=O)n(C)c1=O | 7 | nt | -5 | i | -3 | -1.6 | -1.9 | nt | 2 | 4
CCCn1c(N)c(N(CCOC)C(=O)c2cc(Cl)nc3ccccc23)c(=O)[nH]c1=O | -8 | nt | -4 | i | 1 | -0.7 | 0.6 | nt | 3 | -1
O=C(CCc1nnc2ccc(NCc3ccco3)nn12)Nc1cccc(F)c1 | 8 | 10 | -6 | -2.1 | 4 | 25 | 0.6 | 5 | 6 | -2
COC(C[C@H](O)C[C@H](O)[C@@H](C)OCc1ccccc1)OC | 5 | nt | -9 | i | 8 | -0.2 | -1.7 | nt | 5 | 0
COc1ccc(NC(=O)c2ccccc2)c([N+](=O)[O-])c1 | 8 | 5 | 4 | -0.4 | 4 | nt | 2.6 | 1 | 8 | 6
CCN(CC)S(=O)(=O)c1cc(NC(=O)c2cc(-c3ccccn3)nc3ccccc23)ccc1C | -63 | 13 | 5 | -1.2 | -7 | -2.5 | 1.4 | 0 | 5 | -3
CC(C)c1ccc(N=c2c([N+](=O)[O-])nn(-c3ccc4c(c3)OCCO4)n2O)cc1 | 14 | 32 | 35 | i | -2 | -1.4 | 1.5 | -1 | 2 | -4

Entries of single compounds, quoted from the list. Values in the order: Rv3671c inh | VHR inh abs | PriA SSB inh | Vc quorum ag | MazF activator | Mtb BioA inh | UGM FP inh | 3CLpro inhibitor | GDH-TPI counter | FBA Mtb inh
CC(C)c1ccc(N=c2c([N+](=O)[O-])nn(-c3ccc4c(c3)OCCO4)n2O)cc1 is listed as 14 | 32 | 35 | i | -2 | -1.4 | 1.5 | -1 | 2 | -4
CCN(CC)S(=O)(=O)c1cc(NC(=O)c2cc(-c3ccccn3)nc3ccccc23)ccc1C is listed as -63 | 13 | 5 | -1.2 | -7 | -2.5 | 1.4 | 0 | 5 | -3
COC(C[C@H](O)C[C@H](O)[C@@H](C)OCc1ccccc1)OC is listed as 5 | nt | -9 | i | 8 | -0.2 | -1.7 | nt | 5 | 0

Later entries.
SMILES | Rv3671c inh | VHR inh abs | PriA SSB inh | Vc quorum ag | MazF activator | Mtb BioA inh | UGM FP inh | 3CLpro inhibitor | GDH-TPI counter | FBA Mtb inh
COc1ccc(S(=O)(=O)Nc2ccccc2C(=O)NCc2cccnc2)cc1C | 3 | 22 | -1 | -0.4 | 3 | 0.7 | -2.3 | 2 | 0 | 18
Cc1cc(Nc2ccc(C(=O)N3CCCCC3)cc2)c2cccc(C)c2n1 | nt | -15 | -2 | i | 6 | -1.9 | 1.8 | -6 | 11 | 6
COc1cccc(NC(=O)NCc2ccccc2Cl)c1 | 0 | nt | -12 | -0.6 | 5 | nt | -0.6 | nt | 4 | 1
COc1cccc([C@@H]2CC=C(C(=O)O)[C@H](c3ccccc3)N2S(=O)(=O)c2ccc(C)cc2)c1 | 2 | nt | -6 | -0.4 | -2 | 0.9 | 0.3 | nt | -6 | 3
CCNS(=O)(=O)c1ccc(NC(=O)Nc2cccc(OC)c2)cc1 | -4 | -15 | 2 | 3.5 | 12 | 10 | -1.4 | -3 | 4 | 0
CCN1CCN(S(=O)(=O)c2ccc(Oc3ccccc3OC)cc2)CC1 | -2 | 16 | 9&0 | -1.8 | 14 | -1.2 | -1.3 | 3 | -3 | -2
CC(CCN1CCN(c2ccc(F)cc2)CC1)c1ccccc1 (centres undefined) | 0 | -16 | 4 | i | -7 | 1.8 | 5.4 | 0 | 8 | 0
Cc1ccccc1CNc1ccc(C(CC(N)=O)NC(=O)c2ccc(Br)cc2)cc1[N+](=O)[O-] (centres undefined) | -29 | 3 | -19 | -2.7 | 81* | 2.0 | 5.2 | nt | 6 | -5
O=C(Nc1ccc(O)cc1)c1cc2n(n1)C(C(F)(F)F)CC(c1ccco1)N2 (centres undefined) | 10 | 29 | 8 | nt | 2 | 4.7 | -0.3 | -4 | 9 | 4
CCOc1ccc(NC(=O)C2=NN(c3ccccc3)C(=O)CC2)cc1S(=O)(=O)N1CCCCC1 | -10 | nt | 5 | -0.4 | 4 | 1.2 | 1.6 | nt | -4 | 2
CCCCSc1nc2c([nH]1)c(=O)n(C)c(=S)n2C | nt | nt | -13 | -0.8 | 15 | nt | nt | nt | 17 | -6
O=C(NCCC1=CCCCC1)c1ccc(Br)o1 | -7 | 2 | -33&0 | -0.3 | 3 | -2.8 | 0.3 | 1 | 5 | -1
Cc1ccc(C(=O)Nc2sc3c(c2C#N)CCCCC3)cc1C | 2 | 12 | -1 | 3.2 | 6 | -1.5 | 4.0 | 8 | 8 | 4
O=C(CCCOc1ccc(Cl)cc1Cl)Nc1ccncc1 | 0 | 22 | -10 | -0.7 | -7 | 0.2 | 1.6 | -4 | 18 | 2
O=C(NC(=S)N1CCCCC1)c1csc([N+](=O)[O-])c1 | -2 | 14 | -2 | i | 13 | 2.9 | 0.8 | 7 | 11 | 2
Cc1nccc(-c2ccc(-n3c(C)ccc3C)cc2)n1 | 6 | 39 | -7 | -0.4 | -6 | nt | 1.0 | 1 | -1 | 5
COC(=O)Cc1c(C)c2ccc(OC(=O)c3ccco3)cc2oc1=O | 0 | -7 | -25 | i | 3 | 0.6 | -0.9 | 2 | 17 | +
Cc1ccc2nc(C(Cl)(Cl)Cl)nc(N/N=C/c3ccncc3)c2c1 | 6 | -5 | nt | 0.0 | -9 | nt | -0.1 | 3 | 9 | 2
CCOC(=O)c1c(C)[nH]c(NC(=O)N2CCOCC2)c1C | -2 | -2 | -9 | 2.2 | 9 | nt | 0.8 | 1 | 8 | 0
COc1ccc(/C=C2\SC(N)=NC2=O)cc1Br | 3 | 7 | nt | i | -1 | 0.1 | 2.4 | 5 | 31* | -7

As entered above:
O=C(NC(=S)N1CCCCC1)c1csc([N+](=O)[O-])c1 in MazF activator = 13
COc1ccc(/C=C2\SC(N)=NC2=O)cc1Br in 3CLpro inhibitor = 5
COc1ccc(NC(=O)c2ccccc2)c([N+](=O)[O-])c1 in PriA SSB inh = 4

Next section.
SMILES | Rv3671c inh | VHR inh abs | PriA SSB inh | Vc quorum ag | MazF activator | Mtb BioA inh | UGM FP inh | 3CLpro inhibitor | GDH-TPI counter | FBA Mtb inh
Cc1cc(C)nc(N2CCCC(C(=O)NC3CCCC3)C2)n1 (centres undefined) | 2 | -8 | -11 | i | -9 | -0.8 | -1.0 | 2 | 5 | 9
COCCNC(=O)COc1cc(=O)n(C)c2ccccc12 | -3 | 5 | -4 | i | -3 | 0.9 | 0.0 | 2 | 11 | -1
Cc1cccc2[nH]c(CCNC(=O)C3CCC(=O)N(CCc4cccc(F)c4)C3)nc12 (centres undefined) | -3 | 12 | -5 | 2.4 | 7 | 0.2 | 0.4 | 2 | -2 | -2
c1ccc(SCc2nc3ccccc3[nH]2)nc1 | -6 | 14 | -15 | i | 7 | 0.9 | -0.2 | -1 | 5 | -1
COc1cccc(CNC(=O)CCCNS(=O)(=O)c2cccs2)c1 | 3 | 32 | -18 | i | 0 | 1.7 | -2.9 | 2 | 0 | 2
Cc1ccc2nc(N3CCN(C)CC3)[nH]c2c1 | 1 | -22 | -8 | -7.7 | -25 | -0.3 | -0.1 | -2 | 6 | 2
CCCC(=O)NCCSC | -2 | -13 | -5 | -0.2 | -22 | -0.9 | -2.2 | 2 | 2 | -4
O=C(Nc1ccccc1)C1=C[C@H](C2CCCCC2)C[C@H](OCc2ccc(CO)cc2)O1 | -9 | 12 | -13 | -0.4 | -6 | -0.6&2.4 | 1.3 | 6 | 0 | -2
Cc1ccc(S(=O)(=O)N/N=C(\c2ccccc2)c2cccnc2)cc1 | 7 | 6 | nt | -0.2 | -10 | -0.3 | 2.6 | 1 | -3 | -7
NS(=O)(=O)c1ccc(CCNC(=O)CCCn2c(SCC(=O)N3CCCC3)nc3ccsc3c2=O)cc1 | -6 | 15 | 3 | i | -46 | nt | 0.8 | 3 | -8 | 2
Cc1ccc2nc(NCCc3ccc(Cl)cc3)c3nncn3c2c1 | -7 | -9 | 7 | 3.3 | 80* | -1.0 | 1.1 | 0 | 1 | 3
O=C(COC(=O)/C=C/c1ccc(Br)o1)Nc1cccc(S(=O)(=O)N2CCOCC2)c1 | -5 | nt | -1 | i | 6 | -1.1 | 0.1 | nt | 13 | 0
CCC(NC(=O)CNC(=O)c1ccc2c(c1)OCO2)c1ccc(Br)cc1 (centres undefined) | nt | nt | -9 | i | 5 | nt | nt | nt | 2 | 3
O=C(NCCc1ccccc1)/C(=C\c1cccc([N+](=O)[O-])c1)NC(=O)c1ccco1 | -1 | 34 | 1 | nt | 3 | 2.1 | 0.0 | 2 | 4 | 0
Cc1ccccc1NC(=O)c1c(Cl)nc(C)c(Cl)c1C | 2 | -4 | -13 | i | 4 | 0.7 | 4.3 | 0 | 8 | 1
CCOc1cc(CNc2nn[nH]n2)ccc1OCC(=O)NC(C)(C)C | 18 | 27 | -19 | -0.1 | -8 | -1.1 | 2.4 | 1 | -7 | -2
Cc1nc2nc[nH]n2c(=O)c1CCC(C)C | -4 | 7 | -3 | nt | 2 | 0.3 | -0.9 | -6 | 13 | -5
O=C(CN1N=C(c2ccccc2)CCC1=O)NCc1ccco1 | -6 | -13 | nt | nt | nt | nt | -1.9 | -4 | nt | nt
CC1Cn2c(nc3c2c(=O)[nH]c(=O)n3C)O1 (centres undefined) | 4 | 6 | -22 | i | 5 | -0.5 | -0.7 | 1 | -6 | -2

Compound activity from PubChem.
